PLC-beta3 inh: blocks human PLC-beta3 enzyme activity. Q01970. inhibition, % at 12.2 µM. Purified PLC-beta3, fluorogenic substrate, fluorescence. 370,000 compounds, 0.18% hits; in the data active means inhibition above about 11%;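 further: 0% = median of compound wells on plate and 100% = full blocker control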
UHRF1 MBD2 ctr: UHRF1 methyl-DNA binding inhibition | Q96T88 | UHRF1 binding to methylated oligo, TR-FRET | inhibition, % at 4.4 µM | 370,000 compounds, 0.75% hits; in the data active means inhibition above about 21%;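 further: UHRF1 SRA domain binding a hemimethylated CpG hairpin DNA probe; 0% = median of test compound wells and 100% = reference inhibitor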
Target sequence (Q96T88 whole entry, looked up, the tested form may be a part): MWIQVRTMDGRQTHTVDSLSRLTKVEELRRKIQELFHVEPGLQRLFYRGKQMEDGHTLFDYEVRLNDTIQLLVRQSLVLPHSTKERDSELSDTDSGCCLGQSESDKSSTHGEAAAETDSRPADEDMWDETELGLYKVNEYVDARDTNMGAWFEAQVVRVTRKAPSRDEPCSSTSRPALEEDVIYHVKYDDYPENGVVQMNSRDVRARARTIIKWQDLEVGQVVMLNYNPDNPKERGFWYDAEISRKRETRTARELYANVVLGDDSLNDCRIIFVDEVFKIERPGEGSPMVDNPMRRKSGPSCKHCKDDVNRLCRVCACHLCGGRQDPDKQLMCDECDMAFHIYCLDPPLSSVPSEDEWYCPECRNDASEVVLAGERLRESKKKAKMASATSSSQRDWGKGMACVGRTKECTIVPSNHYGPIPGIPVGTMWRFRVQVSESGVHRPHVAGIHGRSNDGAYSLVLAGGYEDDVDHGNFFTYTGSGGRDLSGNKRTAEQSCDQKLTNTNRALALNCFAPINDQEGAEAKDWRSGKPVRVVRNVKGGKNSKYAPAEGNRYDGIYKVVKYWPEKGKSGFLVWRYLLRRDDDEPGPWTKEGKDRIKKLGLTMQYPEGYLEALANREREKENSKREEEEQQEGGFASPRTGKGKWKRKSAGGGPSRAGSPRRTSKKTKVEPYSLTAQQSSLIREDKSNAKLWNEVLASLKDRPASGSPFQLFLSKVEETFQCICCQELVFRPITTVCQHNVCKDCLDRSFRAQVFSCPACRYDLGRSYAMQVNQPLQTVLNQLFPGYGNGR
MBD2 inh: inhibitors of human MBD2 binding to methylated oligonucleotide; TR-FRET; 370,000 compounds, 0.31% hits; Q9UBB5; AID 686964; inhibition, % at 4.4 µM; in the data active means inhibition above about 13%
DDE Tn6 FP inh: inhibitors of Tn6 peptide binding to human fibrin DD(E); P02675; Fibrin DD(E) TRITC-Tn6 fluorescence polarization displacement; inhibition, % at 8.3 µM; 370,000 compounds, 0.21% hits; AID 720509;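 active means inhibition above a per-campaign cutoff: mean of compounds within control limits plus 3 SD, cut at about 15% in these data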;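 further: 0% = median of all compound wells on the plate and 100% = blocking peptide control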
proKLK7 act: proKLK7 (human) activation, primary screen. P49862. purified proKLK7, EDANS-DABCYL substrate fluorescence; 100% is mature enzyme control, 0% vehicle. activation, % at 7 µM. 370,000 compounds, 0.9% hits;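 active means activation above the mean of all tested compounds plus 3 SD, computed per campaign excluding outliers beyond control limits, cut at about 13% in these data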
Target sequence (P49862 whole entry, looked up): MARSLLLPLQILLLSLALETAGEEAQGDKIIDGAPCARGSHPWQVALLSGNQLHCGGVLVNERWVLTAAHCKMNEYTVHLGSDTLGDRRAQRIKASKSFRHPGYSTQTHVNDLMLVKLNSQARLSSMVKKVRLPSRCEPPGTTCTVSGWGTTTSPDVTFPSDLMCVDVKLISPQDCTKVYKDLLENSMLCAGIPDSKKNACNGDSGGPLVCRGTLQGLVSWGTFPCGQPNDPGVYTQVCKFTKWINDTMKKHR
PLC-gamma1 inh: inhibitors of human phospholipase C gamma1. P19174. purified PLC-gamma1, fluorogenic substrate, fluorescence. inhibition, % at 12.2 µM. 370,000 compounds, 0.84% hits. AID 720700; in the data active means inhibition above about 9.5%
DDE Tn7 FP inh: inhibitors of Tn7 peptide binding to human fibrin DD(E); FP displacement of FITC-Tn7 peptide from fibrin DD(E); 0% = median of compound wells per plate; inhibition, % at 8.3 µM; 370,000 compounds, 0.13% hits;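 active means inhibition above the mean of compounds falling within the control limits plus 3 SD of them, cut at about 14% in these data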;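 further: 0% = plate median of compound wells and 100% = 10 µM Aha-Tn7 peptide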
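system = human fibrin DD(E) protein | quantity = DD(E) 2 µM final | medium = Tris/NaCl/CaCl2 buffer, pH 7.8 | also added = labelled Tn7 tracer, 0.1 µM | compound dosing = single point at 8.3 µM | timing = compound with protein 10 min, then 3 h after probe, room temperature | signal = FP measurement | benchmarks = Aha-Tn7 high control | repeats = one replicate per compound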
ADAM17 inh: inhibits human ADAM17; AID 720648; inhibition, % at 6.95 µM; recombinant ADAM17, EDANS/DABCYL FRET peptide cleavage; P78536; 370,000 compounds, 0.83% hits;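 active means inhibition above the mean of compounds lying between control limits plus 3 SD, set per campaign, cut at about 8.5% in these data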;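 further: 0% = DMSO-only wells as the low control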
ARFGAP1 inh: rat ARFGAP1 inhibition; Q62848; Arfgap1-stimulated ARF1 GTP hydrolysis, GDP FP detection; inhibition, % at 16.5 µM; 360,000 compounds, 0.26% hits; AID 651572;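 active means inhibition above a per-plate limit, mean inhibition of low control wells plus 3 SD, cut at about 25% in these data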;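 further: 0% = DMSO wells with enzyme and 100% = wells lacking Arfgap1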
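Repeats: one replicate per compound; assay system: rat Arfgap1 catalytic domain, aa 1-136; times: enzyme reaction 120 min at 25 °C after 20 min preincubation; detection: FP of antibody-bound GDP Alexa 633 tracer, ex 620/em 688 nm; benchmarks: high control wells lacking Arfgap1, low control full reaction with DMSO; reagent: human ARF1(Δ1-17)-GTP substrate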
ASAP1 GAP inh: ASAP1 ArfGAP inhibition; Q9ULH1; inhibition, % at 16.5 µM; 360,000 compounds, 0.19% hits; ASAP1-stimulated ARF1 GTP hydrolysis, GDP FP detection; in the data active means inhibition above about 25%;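 further: 0% = vehicle with enzyme and substrate and 100% = no enzyme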
The depositor's hits bear a star; i = inactive; / = not tested or not shown. Compounds as they come; any-hit rate near 4.1%.

Molecule	PLC-beta3 inh	UHRF1 MBD2 ctr	MBD2 inh	DDE Tn6 FP inh	proKLK7 act	PLC-gamma1 inh	DDE Tn7 FP inh	ADAM17 inh	ARFGAP1 inh	ASAP1 GAP inh
O=C(c1cc(-c2ccncc2)nc2ccccc12)N1CCN(S(=O)(=O)/C=C/c2ccccc2)CC1	2.2	-1.3	-3.7	-6.5	0.5	4.0	-5.6	0.6	3.8	-2.4
Cc1ccc(C)c(CC(=O)N2CCCCC2c2cc(C(=O)Nc3cccc(C#N)c3)no2)c1 (configuration not stated)	2.6	3.4	-1.1	-7.7	0.6	6.2	-1.1	7.6	-0.4	-9.7
O=S1(=O)NC(=NCc2ccco2)c2ccccc21	4.9	1.8	1.5	-4.5	-0.6	-1.1	-5.3	-2.8	9.6	1.6
O=C1N=C(c2ccccc2)C(c2ccccc2)N1 (configuration not stated)	-205.6	3.4	5.0	-5.3	1.9	-150.2	0.1	-242.0	1.2	-2.3
O=C(Nc1cccc(C(F)(F)F)c1)OCc1ccncc1	-12.9	-0.7	1.7	5.4	0.1	-1.2	-0.6	-2.1	-2.2	-4.7
O=C(NCCN1CCOCC1)c1ccc(CS(=O)(=O)c2ccc(Br)cc2)o1	1.8	0.9	-2.8	4.9	0.0	1.6	5.7	-2.3	-2.7	3.2
O=C(O)C#Cc1cccc2ccccc12	-7.9	6.7	0.7	7.0	0.1	1.8	-5.1	-0.6	-6.7	1.5
CCC(=O)NNc1nc2c(C)cccc2s1	2.1	0.9	5.5	-1.3	-0.2	-1.7	2.1	-3.6	4.2	9.3
Cc1ccc(-n2ccc(=O)c(C(=O)Nc3ccc(S(=O)(=O)Nc4nccs4)cc3)n2)cc1	-1.0	4.1	0.8	-3.0	0.3	3.7	-1.1	-0.4	0.0	0.5
O=C(O)c1cc2ccc3cccc4ccc(c1)c2c34	-62.6	0.2	-0.5	4.1	2.2	-33.5	4.5	-227.4	-5.7	4.9
COc1ccc(Cn2cc(CN3CC(N4CCCC4)CS3(=O)=O)nn2)cc1 (configuration not stated)	5.4	4.9	0.0	4.5	0.1	-0.3	7.8	-2.3	0.2	1.8
O=C(CSc1nnc(-c2cccnc2)o1)OC1CCCCC1	0.6	-0.7	0.6	-4.1	-0.3	0.1	-2.8	-3.0	3.6	1.3
Cc1cc(-c2nc3ncccc3o2)ccc1NC(=O)CC(C)C	-71.4	-0.4	0.7	-5.4	1.1	-55.1	-6.1	-161.7	5.5	4.9
CCOC(=O)C1=CCN(S(=O)(=O)c2ccccc2C)C1c1cccc(Cl)c1 (configuration not stated)	2.5	-1.6	-1.0	-1.4	0.1	-2.7	8.2	-0.3	7.2	7.9
COc1ccc(/C=N/NC(=O)CN(CCc2ccccc2)S(=O)(=O)c2ccc(NC(C)=O)cc2)cc1OC	-3.1	-1.8	-2.9	-4.8	0.2	-0.3	-5.1	3.2	6.7	6.3
Cc1ccc(NC(=O)NC(=S)NC(=O)c2ccccc2)cc1	-6.8	6.8	9.6	-4.9	1.1	-1.0	0.5	-5.1	7.8	7.8
CCOc1cc(S(=O)(=O)NC2CCCCCC2)ccc1F	-0.8	1.5	0.5	5.1	0.4	-4.4	1.7	-2.6	6.9	-0.4
COc1ccc(Cl)cc1NC(=O)CN(C)CC(=O)Nc1ccc(S(N)(=O)=O)cc1	-3.4	0.0	-0.7	2.2	-0.3	-1.9	2.3	1.2	8.5	-0.2
O=C(CCCC(=O)NCC1CCCO1)NCC1CCCO1 (configuration not stated)	0.1	2.9	1.2	-4.1	-0.1	-2.8	-3.1	-0.1	-7.5	11.4
CC(COc1ccc(OC(F)(F)F)cc1)CN1CCC(C(O)(c2ccccc2)c2ccccc2)CC1 (configuration not stated)	4.3	-1.8	-4.5	21.8*	0.5	0.0	1.9	8.5	/	/
O=S(=O)(c1ccccc1)N1CCN(S(=O)(=O)c2ccccc2)C1	-0.3	-0.4	1.4	0.5	0.6	1.8	2.2	-1.3	0.9	1.5
COc1ccc(N(CC(=O)N2c3ccccc3CC2C)S(=O)(=O)c2c(C)nn(C)c2C)cc1 (configuration not stated)	3.5	0.3	-5.8	1.0	0.5	4.3	1.9	0.6	1.5	8.8
CCCCOc1ccc(NC(=O)c2cc(F)c(F)cc2Cl)cc1	-0.5	-1.8	5.5	-3.5	0.4	-1.4	1.3	-3.1	9.1	3.2
COc1ccc(C2OC(=O)c3ccccc3S2)cc1 (configuration not stated)	1.2	5.2	1.4	-0.3	0.2	3.4	-2.1	-3.7	-0.4	1.6
CS/C(=C\[N+](=O)[O-])Nc1ccc(Cl)cc1	1.6	4.2	-0.5	-6.7	0.4	10.7*	-4.7	11.6*	-4.2	9.8
Cc1ccc(/C=C2\SC(=S)N(c3cccnc3)C2=O)cc1	0.4	0.3	3.8	-1.5	-0.1	-0.8	5.1	-4.9	2.5	-11.9
CCN1CN(Cc2ccco2)CNC1=S	2.6	-1.8	4.6	6.5	-0.5	-1.2	5.2	2.3	14.4	-10.0
O=C1NCCN1Cc1ccccc1	1.3	0.9	5.2	3.6	-0.4	-3.0	0.3	-2.5	14.4	6.2
O=C(Nc1ccc(F)c(F)c1)c1ccccc1-c1ccccc1	0.5	5.3	2.1	-2.2	0.3	0.9	-9.3	0.3	-12.5	7.6
CCn1c2ccccc2c2c3ncc4cccn4c3ccc21	i	-9.5	-4.1	4.8	-12.8	i	-1.6	-14.2	-0.7	-7.3

One compound at a time (already shown). Order of values: PLC-beta3 inh | UHRF1 MBD2 ctr | MBD2 inh | DDE Tn6 FP inh | proKLK7 act | PLC-gamma1 inh | DDE Tn7 FP inh | ADAM17 inh | ARFGAP1 inh | ASAP1 GAP inh
Entry for `CCn1c2ccccc2c2c3ncc4cccn4c3ccc21` → i | -9.5 | -4.1 | 4.8 | -12.8 | i | -1.6 | -14.2 | -0.7 | -7.3
Entry for `O=C(Nc1ccc(F)c(F)c1)c1ccccc1-c1ccccc1` → 0.5 | 5.3 | 2.1 | -2.2 | 0.3 | 0.9 | -9.3 | 0.3 | -12.5 | 7.6
Entry for `CCCCOc1ccc(NC(=O)c2cc(F)c(F)cc2Cl)cc1` → -0.5 | -1.8 | 5.5 | -3.5 | 0.4 | -1.4 | 1.3 | -3.1 | 9.1 | 3.2

(next part)
Molecule	PLC-beta3 inh	UHRF1 MBD2 ctr	MBD2 inh	DDE Tn6 FP inh	proKLK7 act	PLC-gamma1 inh	DDE Tn7 FP inh	ADAM17 inh	ARFGAP1 inh	ASAP1 GAP inh
CC(=O)Oc1cccc(/C=c2\sc3nc(-c4ccco4)nn3c2=O)c1	-4.7	3.3	-7.4	4.2	-0.1	0.2	5.2	-2.0	0.2	0.2
CC(=O)C1(C)CCC2C3C=C(C)C4=CC(=O)CCC4(C)C3CCC21C (configuration not stated)	-3.5	-0.2	-0.4	-0.6	-0.5	2.2	-5.7	3.9	-12.1	-4.9
CCN(C(=O)CSc1nnc(-c2ccccc2OC)n1N)c1c(N)n(Cc2ccccc2)c(=O)[nH]c1=O	-4.5	-1.3	-1.7	-5.9	0.6	4.8	-5.5	-6.3	1.0	3.3
CCC(CC)C(=O)c1c[nH]c(C(=O)NCc2ccccc2OC)c1	-7.3	1.4	2.4	-9.4	0.5	4.2	2.6	-2.4	5.0	15.2
CC(=O)c1ccc(N=Nc2ccc(N)cc2)cc1	-5.0	-11.4	-15.3	-4.3	0.5	2.5	8.1	2.5	12.9	3.7
C[C@H](CO)N1C[C@H](C)[C@@H](CN(C)C(=O)Nc2ccc(C(C)(C)C)cc2)OCc2cn(nn2)CCCC1=O	1.7	15.4	9.3	11.4	-0.4	0.2	6.5	-3.5	1.4	-15.2
CCCn1c(N)c(N(CCOC)C(=O)c2ccc(N(C)S(=O)(=O)c3ccc(C)cc3)cc2)c(=O)[nH]c1=O	-4.8	96.3*	-3.4	3.4	0.5	-0.5	2.8	-2.7	1.0	4.9
NC(=O)c1ccc2c(=O)n3c(-c4cc(Cl)c(N)c(Cl)c4)csc3nc2c1	-56.0	18.5	4.0	-2.0	-0.2	-39.2	-1.4	-19.0	-2.7	6.5
COC(=O)C1=NN(C(C)=O)C2(CC(=O)N(c3cc(C)cc(C)c3)C2=O)C1 (configuration not stated)	3.7	-1.5	1.7	11.0	0.1	3.3	0.3	0.3	-5.5	-2.9
COc1ccc(C(=O)CNc2ccc(C)cc2C)cc1	-8.9	2.7	3.7	-2.5	-0.1	2.3	0.1	-7.0	14.9	-8.7
COc1cc(/C=C2/SC(=S)N(Cc3ccccc3)C2=O)cc(OC)c1O	-113.0	0.3	-2.6	-8.6	-0.1	-75.3	0.1	3.7	-1.2	-3.8
Nc1sc(-c2ccccc2)cc1C(=O)NCCN1CCOCC1	-10.9	0.7	3.2	-6.1	-0.3	1.1	-0.7	-17.5	1.6	-4.3
CN(C)[C@@H](CO)c1nnc([C@H](CCC(=O)O)NC(=O)C2CCNCC2)o1	1.6	-0.6	-3.3	4.2	0.1	1.0	1.2	-4.7	7.8	5.7
c1ccc(-c2ccc(OCCCNC3CCCC3)cc2)cc1	2.4	-1.1	1.2	-5.5	-0.1	3.5	4.5	-1.6	4.1	-4.3
COc1cccc(CNC(=O)CN(C)S(=O)(=O)c2cccc3cccnc23)c1	-7.3	2.3	3.3	3.8	-0.3	-1.5	-1.6	-7.9	3.8	1.9
CC1CCCC(NC(=O)c2ccc3c(=O)n(CC4CCCO4)c(=O)[nH]c3c2)C1C (configuration not stated)	-5.2	1.5	0.3	6.6	-1.3	-5.7	-6.0	-5.9	-8.0	-9.6
CCn1c(=O)cc(N2CCN(c3cccc(C(F)(F)F)c3)CC2)[nH]c1=O	0.5	0.5	0.9	7.3	/	4.3	-5.2	-1.7	/	/
Cc1nn(C)c(C)c1CCC(=O)O	-0.5	2.1	-0.5	2.3	0.4	1.0	14.3*	-7.4	-7.7	-2.1
S=C(NCc1ccc(Cl)cc1Cl)NC1CCCCC1	4.5	0.4	-3.6	-0.9	-0.7	4.2	-0.8	6.9	-3.3	-2.2
COC(=O)c1cc(OC)c(OC)cc1NC(=O)CSc1nnc(-c2cccnc2)n1C	1.2	2.9	4.5	-5.8	-0.7	0.1	3.2	-6.3	-0.7	0.8
CCOC(=O)N1CCN(C(=O)C[C@@H]2C[C@@]3(C(=O)OC)CCCCC=C3N(Cc3ccccc3)C2=O)CC1	-2.0	12.5	8.1	7.4	-0.3	-1.8	-0.9	-2.0	3.7	-19.6
O=C(Cn1ncc2c([nH]c3ccccc32)c1=O)Nc1ccc(F)cc1F	-3.4	1.5	-0.4	9.6	-0.4	-0.4	8.6	0.0	6.5	-0.3

Two entries from above, set out differently.
PLC-beta3 inh,UHRF1 MBD2 ctr,MBD2 inh,DDE Tn6 FP inh,proKLK7 act,PLC-gamma1 inh,DDE Tn7 FP inh,ADAM17 inh,ARFGAP1 inh,ASAP1 GAP inh,SMILES
1.6,4.2,-0.5,-6.7,0.4,10.7*,-4.7,11.6*,-4.2,9.8,CS/C(=C\[N+](=O)[O-])Nc1ccc(Cl)cc1
0.4,0.3,3.8,-1.5,-0.1,-0.8,5.1,-4.9,2.5,-11.9,Cc1ccc(/C=C2\SC(=S)N(c3cccnc3)C2=O)cc1
